USP2a inh: inhibitors of human ubiquitin-specific protease USP2a. O75604. USP2 core, Ub-CHOP2 coupled fluorogenic reporter, 485/531. Potency, µM (highest dose often 38.3 µM), inactives show top-dose activity change, negative = inhibition, usual class: inhibitors. actives 0.01% (n = 330,000). AID 463254;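 further: potency means the concentration at half of the fitted maximal effect; plate controls were DMSO wells for no effect and full inhibition by NEM control for full effect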
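USP2 core (10nM final) preincubated 30min RT with compound in 20mM Tris-HCl pH 8.0, 2mM CaCl2, 2mM beta-mercaptoethanol, 0.05% CHAPS; 25nM Ub-CHOP2 plus 25nM reporter substrate added, fluorescence (Ex485/Em531) read after 60min.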
KCNH2 3.1 block: blocks the human KCNH2 3.1 channel isoform; activity change, % (tested at about 1.8 µM); U2OS KCNH2 3.1, thallium flux FluxOr; active compounds read low; actives 0.95% (n = 340,000);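 active means maximum activity change below -70%; inconclusive means maximum activity change from -70% to -50%; inactive means maximum activity change above -50%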;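 further: thallium influx rate constant from kinetic fluorescence after stimulation buffer; on the % scale 0 is the no-effect control and ±100 the full control effect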
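Measured as rate of thallium-driven FluxOr signal in transduced U2OS cells carrying the 3.1 channel, read kinetically for 2 min upon stimulation; values are rate constants scaled to DMSO control wells.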
A-T KAP1 phos: potential ataxia-telangiectasia treatment. actives 0.19% (n = 320,000). AID 485349. […] A-T fibroblasts, KAP-1 phosphorylation AlphaLISA; neocarzinostatin DNA damage 30 min before lysis. Potency, µM (titrated, usually from 57.5 µM), without a hit: top-dose activation, actives largely listed as activators; further: potency means the concentration at half of the fitted maximal effect; % of control where 0% means no effect; nearly all actives have a fitted effect of over 45% in size
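hTERT-immortalized A-T patient fibroblasts ([…]), 500 cells/well in OPTI-MEM, 1% FBS, got compounds for 60 min, then NCS for 30 min at 37C. Lysates were then assayed for phospho-KAP-1 by AlphaLISA (anti-pKAP1 donor, anti-KAP1 acceptor beads), 6 hr at 25C.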
TRPV1 agonist: agonists of human vanilloid receptor 1 (TRPV1); activation, % at 8.33 µM; actives 0.19% (n = 320,000); TRPV1-expressing cells, Fluo-8 calcium influx, agonist mode; Q8NER1; in the data active means activation above about 80%; inconclusive means between about 30% and that limit; further: 0% is about no effect
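TRPV1-expressing cells were cultured overnight at 35.5C and loaded with Fluo-8 calcium dye for 40 to 90 min at room temperature. After a 10 s baseline, compound was added and calcium influx was read kinetically for 3 min (ex 480/em 520 nm).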
Mito fusion yeast: inhibitors of mitochondrial division or activators of mitochondrial fusion. S. cerevisiae fusion-defective mutant growth rescue, CellTiterGlo 48 h. Potency, µM (doses to about 46.1 µM), inactives show at the top dose growth rescue (activation), hits mostly activators. actives 0.23% (n = 320,000). AID 485298;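 further: potency means the concentration at half of the fitted maximal effect; % of control where 0% means no effect; nearly all actives have a fitted effect of over 45% in size; temperature-sensitive fusion mutants such as fzo1-1 at 37 °C on non-fermentable ethanol glycerol medium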
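Compounds are tested for their ability to restore growth of mitochondrial fusion-defective yeast strains at non-permissive 37C in YPEG medium over 48 hours. Viability is quantified by luciferase luminescence.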
TSHR antagonist: antagonists of human thyroid stimulating hormone receptor. P16473. TSHR-expressing cells, TSH-stimulated cAMP HTRF, 2 h; active compounds read low. activity change, negative = inhibition, % at 11.5 µM. actives 0.2% (n = 330,000). AID 504810;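 active means activity change below a set negative limit, meaning inhibition stronger than a set level, cut at about -70% in these data; inconclusive means activity change between two set negative limits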; further: on the % scale 0 is the no-effect control and ±100 the full control effect
Target sequence (P16473 whole entry, looked up): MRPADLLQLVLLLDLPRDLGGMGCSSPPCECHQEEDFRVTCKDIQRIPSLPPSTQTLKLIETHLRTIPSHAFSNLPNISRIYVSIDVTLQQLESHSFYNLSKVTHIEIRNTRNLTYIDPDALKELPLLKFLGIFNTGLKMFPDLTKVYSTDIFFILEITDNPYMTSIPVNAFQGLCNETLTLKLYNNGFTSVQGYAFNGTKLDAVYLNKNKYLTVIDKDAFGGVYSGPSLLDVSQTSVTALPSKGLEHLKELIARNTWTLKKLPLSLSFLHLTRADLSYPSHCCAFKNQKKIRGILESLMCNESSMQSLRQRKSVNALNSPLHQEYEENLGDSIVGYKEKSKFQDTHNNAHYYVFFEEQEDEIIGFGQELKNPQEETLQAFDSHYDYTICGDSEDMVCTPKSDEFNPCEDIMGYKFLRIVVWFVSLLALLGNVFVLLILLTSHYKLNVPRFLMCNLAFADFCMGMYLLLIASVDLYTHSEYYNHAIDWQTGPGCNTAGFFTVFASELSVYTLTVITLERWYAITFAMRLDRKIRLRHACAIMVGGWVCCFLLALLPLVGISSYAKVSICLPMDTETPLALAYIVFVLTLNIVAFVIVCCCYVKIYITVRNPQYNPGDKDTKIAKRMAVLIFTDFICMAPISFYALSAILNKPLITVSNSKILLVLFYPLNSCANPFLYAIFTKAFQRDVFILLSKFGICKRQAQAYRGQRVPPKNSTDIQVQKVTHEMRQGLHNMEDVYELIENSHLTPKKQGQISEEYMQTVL
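Antagonism was scored as loss of TSH-driven cAMP in TSHR cells, stimulated with 4nM TSH (EC80) for 2 hours at 37 deg C and detected by homogeneous HTRF competition immunoassay.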
TCR activator: T cell receptor activation | 330,000 tested, under 10 active | primary human leukocytes, anti-CD3, IL-2 HTRF, 48 h | Potency, µM (series often up to 9.22 µM), without a hit: at the highest dose activation of IL-2 secretion, usual class: activators; further: % of control where 0% means no effect
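Compounds are tested in HTS on primary human leukocytes co-incubated with a-CD3 beads for 48 hr. IL-2 output is measured by time-resolved FRET.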
ELG1 repair inh: ELG1-dependent DNA repair inhibition; Potency, µM (top dose mostly 46.1 µM), for inactives: at the highest dose activity change, negative = inhibition, most hits filed as inhibitors; HEK293T ELG1-luciferase reporter, luminescence, 16 h; DNA damage induced by 5-fluorouridine; actives 2.3% (n = 330,000); further: potency means the concentration at half of the fitted maximal effect; on the % scale 0 is the no-effect control and ±100 the full control effect; nearly all actives have a fitted effect of over 55% in size
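Quantitative HTS, concentration-response format. 2,000 cells/well co-treated with 5-fluorouridine and compound, 16 hr in 5% CO2 at 37 °C; ONE-Glo luminescence read after 30 min.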
KCNH2 WT inh: inhibitors of human wildtype KCNH2 potassium channel; Q12809; U2OS, BacMam KCNH2, thallium flux FluxOr; active compounds read low; activity change, % at 1.84 µM; actives 0.37% (n = 340,000); AID 720551;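 active means maximum activity change below -70%; inconclusive means maximum activity change between -70% and -50%; inactive means maximum activity change above -50%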; further: on the % scale 0 is the no-effect control and ±100 the full control effect
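U2OS cells were transduced with wild-type KCNH2 virus (2.03 x 10^8 / mL) for 4 h at room temperature, then cultured overnight at 37 C. Thallium flux was read with FluxOr dye. Rate constants were normalized to DMSO controls.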
Eya2 phos inh: blocks the phosphatase activity of human Eya2. O00167. recombinant Eya2, OMFP fluorescence dephosphorylation (OMFP is methylfluorescein phosphate). Potency, µM (highest dose often 76.9 µM), for inactives: top-dose activity, negative = inhibition, usual class: inhibitors. actives 0.006% (n = 330,000). AID 488837; further: potency means the concentration at half of the fitted maximal effect; on the % scale 0 is the no-effect control and ±100 the full control effect
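Eya2 (0.2 uM) preincubated 10 min at ambient with compound, then OMFP substrate added at 50 uM; 10 min reaction in 50 mM HEPES pH 7.5, 50 mM NaCl, 5 uM MgCl2, 0.05% BSA, 1 mM DTT. Fluorescence read at Ex 485/Em 525 nm.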
An asterisk follows results filed as active; ? = inconclusive; nt = no result given; [ ] = remark or other dose. Unless noted, the call rests on the fitted dose curve; in most records, active means well fitted curve in the direction sought with a large enough effect; inconclusive means small, poorly fitted or top-dose-only effect, or another doubt; inactive means no such curve, though single readings can be large; an effect the other way counts as inactive or inconclusive. These rows are one share of the data, so the mix of outcomes need not match the whole.

SMILES	USP2a inh	KCNH2 3.1 block	A-T KAP1 phos	TRPV1 agonist	Mito fusion yeast	TSHR antagonist	TCR activator	ELG1 repair inh	KCNH2 WT inh	Eya2 phos inh
Cn1nc(C(=O)OCC(=O)Nc2ccccc2OC(F)F)c2ccccc2c1=O	5.3%	3.5	-1.7%	nt	nt	nt	-2.5%	-4.4%	4.4	9.7%
O=C(COC(=O)/C=C/c1ccc(F)cc1)NCc1cccs1	2.0%	-5.4	8.1%	8.9	-0.8%	-0.5	10.0%	26.0%	-16.5	-6.7%
CCCN(CCC)CCNC(=S)Nc1ccc2nc3n(c(=O)c2c1)CCCCC3	0.9%	-9.9	4.3%	1.0	3.6%	-1.4	-5.7%	-6.0%	-22.6	-26.4%
COc1ccc(/C(C)=N/NC(=O)CNC(=O)c2ccco2)c(OC)c1	4.1%	-3.8	9.3%	-0.8	-7.3%	-6.5	-5.5%	2.8%	-5.7	-4.5%
O=C1C2CC=CCC2C(=O)N1c1ccc(NCCc2ccc(O)cc2)c([N+](=O)[O-])c1 (stereo not drawn)	-0.1%	-4.2	-10.6%	?	5.0%	-17.6	0.4%	?	-14.1	-18.2%
CCS(=O)(=O)c1ccc(-c2cccc(NC(=O)c3ccc(Br)o3)c2)nn1	1.7%	-9.6	2.7%	1.1	-5.9%	6.3	2.3%	-4.5%	2.3	-2.6%
COc1ccccc1C(=O)NCCn1cc(SCC(=O)NCC2CCCO2)c2ccccc21 (stereo not drawn)	-0.8%	7.5	0.7%	0.3	2.1%	-8.6	-1.2%	?	-6.9	-5.3%
CC[C@]12c3[nH]c4ccc(OC)cc4c3CCN1C(=O)C(CC(=O)NCCCOC)C[C@@H]2C(=O)N1CCN(C(=O)C2CC2)CC1 (stereo partly drawn)	2.1%	-11.4	-16.1%	nt	nt	39.2	5.6%[46.1 µM]	13.6%	-8.8	9.3%
COc1ccc(CC(=O)NCC(=O)N/N=C/c2cc(Br)ccc2OC)cc1	0.2%	-8.0	4.5%	-2.1	-2.2%	-6.2	2.7%	-21.6%	-9.7	-23.3%
CCN1CCCC(OC(=O)c2cc(-c3ccccc3Cl)nc3ccccc23)C1 (stereo not drawn)	-0.9%	-18.3	-3.2%	10.0	0.0%	10.2	-3.4%	-9.9%	12.8	1.4%
O=c1oc2cc([N+](=O)[O-])ccc2nc1/C=C(O)/C=C/c1ccccc1	-1.9%	nt	28.8%	3.1	-4.5%	8.9	nt	-1.0%	nt	-4.8%
Cc1cc([N+](=O)[O-])nn1CC(=O)N1CCc2ccccc2C1	1.5%	1.5	-0.3%	1.1	1.9%	12.3	-24.7%	0.5%	1.5	-1.2%
COc1ccc(C(=S)N2CCOCC2)cc1OC(=O)c1cc([N+](=O)[O-])c(C)c([N+](=O)[O-])c1	0.5%	-18.3	4.9%	-3.1	2.8%	-2.2	4.9%	2.3%	15.4	-31.2%
COc1ccccc1NS(=O)(=O)c1ccc(NC(=O)c2nc3ncccn3n2)cc1	2.9%	nt	-0.5%	9.8	-0.6%	14.6	-2.2%	29.2%	-14.9	-9.6%
CC(=O)Nc1ccc(Oc2ccc(NC(C)=O)c(NC(C)=O)c2)cc1	0.4%	-3.0	6.1%	-3.7	-2.2%	-6.8	0.2%	6.0%	nt	-9.9%
Cc1ccc(-c2csc3ncn(/N=C/N(C)C)c(=O)c23)o1	-1.5%	-19.7	1.5%	2.8	1.3%	11.4	0.5%	2.1%	-0.8	13.5%
Cc1ccc2c(c1)C1CN(C)CCC1N2Sc1ccccc1[N+](=O)[O-] (stereo not drawn)	-2.6%	?	-18.2%	-0.6	-28.5%	16.2	1.1%	-8.6%	32.1	-5.3%
Cc1cc(N/N=C/c2ccco2)c2ccccc2n1	14.1%	32.8	3.0%	0.3	6.3%	8.2	5.9%	12.7%	14.6	-1.9%
O=C(N/N=C/c1cccc(OC(=O)c2ccc3c(c2)OCO3)c1)c1cncc(Br)c1	-7.8%	-3.6	-8.4%	-2.2	-8.5%	-4.1	-8.3%[46.1 µM]	17.0%	-24.5	-15.9%
COc1cc(OC)cc(N(C(=O)c2ccco2)C(C(=O)NC2CCCC2)c2ccc(N3CCOCC3)cc2)c1 (stereo not drawn)	0.2%	-10.7	-0.8%	6.4	-4.0%	3.3	-3.2%	2.4%	-1.1	-13.1%
Cc1ccc(C(=O)COC(=O)CCN2C(=O)C3C4CCC(C4)C3C2=O)cc1C (stereo not drawn)	1.7%	12.7	-11.4%	0.2	-3.3%	2.4	11.7%	-2.8%	7.8	5.3%
COc1ccc(CN2C(=O)c3cccnc3C2=O)cc1S(=O)(=O)N(C)c1cccc(C)c1	2.8%	-1.0	-0.6%	1.5	2.2%	-1.9	2.9%	0.0%	5.3	4.6%
CC(C)CCNC(=O)c1ccc(-n2cnc3cccnc32)cc1	1.5%	20.3	-3.3%	10.3	-1.9%	-7.9	-8.9%	-7.2%	0.1	-10.6%
CC(CN1CCCCC1)OC(=O)c1ccco1 (stereo not drawn)	5.3%	1.3	14.5%	1.2	-2.3%	-4.9	6.0%	5.9%	4.2	-5.6%

Next section; it opens with the two that closed the last part.
SMILES	USP2a inh	KCNH2 3.1 block	A-T KAP1 phos	TRPV1 agonist	Mito fusion yeast	TSHR antagonist	TCR activator	ELG1 repair inh	KCNH2 WT inh	Eya2 phos inh
CC(C)CCNC(=O)c1ccc(-n2cnc3cccnc32)cc1	1.5%	20.3	-3.3%	10.3	-1.9%	-7.9	-8.9%	-7.2%	0.1	-10.6%
CC(CN1CCCCC1)OC(=O)c1ccco1 (stereo not drawn)	5.3%	1.3	14.5%	1.2	-2.3%	-4.9	6.0%	5.9%	4.2	-5.6%
O=C(CCCN1C(=O)/C(=C\c2cccs2)SC1=S)Nc1ccc(C(=O)O)cc1	4.6%	8.2	-2.1%	1.9	-1.1%	-12.2	-6.0%	10.5%	-7.1	-2.2%
CCC1(c2ccccc2)NC(=O)N(CC(=O)Nc2ccc(Cl)c(S(=O)(=O)N3CCCCC3)c2)C1=O (stereo not drawn)	-1.5%	-1.7	-2.2%	-0.2	4.3%	-14.7	-15.0%	?	3.3	-31.1%
CCOC(=O)C1CN(c2cc3c(cc2F)c(=O)c(C(=O)O)cn3CC)OC1C(=O)OCC (stereo not drawn)	-7.6%	2.4	0.0%	-0.2	3.6%	-12.1	-7.5%	-1.5%	6.6	-4.4%
Cc1ccc(-c2csc(NC(=O)CN3CC(C)OC(C)C3)n2)cc1 (stereo not drawn)	-0.1%	-9.4	7.3%	2.4	-1.2%	-0.1	nt	?	-7.2	-0.5%
CCN(C(=O)COC(=O)COc1ccc2c(C)cc(=O)oc2c1)C1CCS(=O)(=O)C1 (stereo not drawn)	0.4%	3.9	7.1%	-1.1	-0.5%	-33.9	6.8%	-9.1%	-0.1	-0.8%
Cc1noc(C)c1CSCC(=O)OCC(=O)Nc1sccc1C#N	6.5%	-1.7	2.5%	0.9	-3.2%	-12.2	nt	4.7%	2.7	24.5%[15.4 µM]
O=C(NCC1CCCO1)c1ccc(CS(=O)(=O)Cc2ccc(F)cc2)o1 (stereo not drawn)	0.9%	-10.0	-6.3%	1.2	-2.3%	12.5	-3.7%	0.4%	-12.8	-9.5%
Cc1ccc(-c2nc(N)sc2-c2ccc(C)cc2)cc1	0.4%	7.4	10.9%	15.6	-3.0%	-10.4	-0.6%	?	-0.6	3.5%
Fc1ccc(-c2c[nH]c(=S)n2Cc2ccccc2)cc1	2.7%	8.3	5.1%	-1.1	-1.2%	14.7	-2.8%	-17.5%	-20.7	-2.1%
O=C(Nc1c2c(nn1-c1ccc(F)cc1)CSC2)c1ccc(S(=O)(=O)N2CCOCC2)cc1	-0.8%	-9.1	1.7%	10.1	0.5%	1.7	3.0%	-2.4%	-10.7	14.5%
COC(=O)c1cnn(-c2ccccc2)c1-n1cccc1C=O	-5.1%	-7.6	1.5%	2.8	9.1%	0.6	nt	9.9%	0.8	-17.8%
Cc1ccc(-n2nnnc2SCC(=O)NC2CCCc3ccccc32)c(C)c1 (stereo not drawn)	0.5%	-0.1	-3.7%	14.6	1.9%	-1.7	-1.0%[46.1 µM]	-13.8%	2.8	-2.0%
COc1ccccc1OCC#CCn1ccnc1	3.7%	22.6	5.1%	-2.9	-0.5%	-12.6	0.1%	-2.3%	nt	7.3%
FC(F)(F)c1ccc2c(c1)N1CCCC1CN2 (stereo not drawn)	-1.4%	11.6	10.7%	9.0	-0.5%	-10.0	11.4%	0.3%	3.2	5.9%
Cc1nn(C)c(Oc2cccc(Cl)c2)c1C(=O)Nc1ccc(F)cc1F	0.3%	5.1	2.1%	5.0	7.6%	-6.1	-0.2%	1.4%	-7.1	-0.5%
Cc1nc(SCc2ccccc2)c2oc3ccccc3c2n1	-4.5%	13.8	?	-8.7	-0.1%	3.7	2.9%	?	-7.6	-0.4%

Source: PubChem
